High-throughput results (PubChem BioAssay)
UGM FP inh = M. tuberculosis UGM enzyme inhibitors, primary screen, biochemical, fluorescence polarization, single point | purified UGM, fluorescence polarization probe displacement | UDP-galactopyranose mutase (Mycobacterium tuberculosis (strain ATCC 25618 / H37Rv)), … | inhibition, % at 10 µM | 320,000 compounds, 0.06% hits; in the data active = inhibition above about 10%, passing the limit was not always enough; inconclusive = no clear call, values can overlap the other calls
Target sequence (P9WIQ1 whole entry, looked up): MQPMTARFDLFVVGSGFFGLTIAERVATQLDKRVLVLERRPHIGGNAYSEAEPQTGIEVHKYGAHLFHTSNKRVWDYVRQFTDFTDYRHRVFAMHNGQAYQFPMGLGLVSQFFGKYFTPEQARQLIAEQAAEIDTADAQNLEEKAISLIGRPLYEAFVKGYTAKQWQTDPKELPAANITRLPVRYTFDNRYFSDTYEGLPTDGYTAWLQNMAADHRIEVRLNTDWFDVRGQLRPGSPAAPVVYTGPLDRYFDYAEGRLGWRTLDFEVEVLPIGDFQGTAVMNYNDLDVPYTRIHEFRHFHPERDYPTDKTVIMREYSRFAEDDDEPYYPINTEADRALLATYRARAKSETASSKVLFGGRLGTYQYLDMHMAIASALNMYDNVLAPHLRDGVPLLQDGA
Rv3671c protease = Rv3671c serine protease inhibitors, primary screen, biochemical, fluorescence polarization, M. tuberculosis H37Rv; P9WHR9; inhibition, % at 5.96 µM; 320,000 compounds, 0.048% hits; AID 2606, 2010; in the data active = inhibition above about 38%;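 note: extracellular domain of Rv3671c used as enzyme; 0% = enzyme with DMSO and 100% = no enzyme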
BoNT F protease = BoNT/F light chain protease inhibitors, primary screen, biochemical, flow cytometry, MLPCN library | 360,000 compounds, 0.22% hits | inhibition, % at 10 µM | Botulinum neurotoxin type F light chain protease (Clostridium botulinum) | AID 588497, 2011 | Multiplex microsphere protease cleavage assay; in the data active = inhibition above about 35%, passing the limit was not always enough; inconclusive = no clear call, values can overlap the other calls; note: plate controls were buffer without enzyme for full effect and enzyme alone for no effect
Mtb BioA inh = M. tuberculosis BioA enzyme inhibitors, primary screen, biochemical, plate reader, single point, HTS. inhibition, % at 9.99 µM. 360,000 compounds, 0.096% hits. AID 602481, 2012. purified M. tuberculosis BioA enzyme; in the data active = inhibition above about 40%; inconclusive = no clear call, values can overlap the other calls
MazEF act = activators of E. coli MazEF toxin-antitoxin RNase, primary screen, biochemical, fluorescence, uHTS. 350,000 compounds, 0.32% hits. FAM/BHQ RNA-DNA oligo cleavage fluorescence, 5 h. activation, % at 20 µM. AID 504720, 2011; in the data active = activation above about 50%
Target sequence (P0AE70 whole entry, looked up): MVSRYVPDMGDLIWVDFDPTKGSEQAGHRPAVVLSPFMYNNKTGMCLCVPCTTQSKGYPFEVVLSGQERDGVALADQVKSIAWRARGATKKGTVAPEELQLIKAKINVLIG
PrPC TRFRET = inhibitors of human cell surface prion protein PrPC, primary screen, cell-based, TR-FRET | inhibition, % at 13.8 µM | Major prion protein (Homo sapiens), P04156 | 370,000 compounds, 0.43% hits | TR-FRET read-out; in the data active = inhibition above about 24%; note: 0% = median of the test wells and 100% = reference compound wells
GDH-TPI inh = GDH-TPI coupling enzyme inhibitors, primary screen, artefact control for M. tuberculosis FBA inhibitor project, biochemical, absorbance, full deck; inhibition, % at 4.8 µM; AID 588335, 2011; 360,000 compounds, 1.2% hits; GDH-TPI coupled enzyme counterscreen, NADH absorbance; in the data active = inhibition above about 30%;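 note: 0% = DMSO wells and 100% = wells lacking the enzyme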
FadD28 binding = inhibitors of FadD28 bisubstrate probe binding, primary screen, biochemical, fluorescence polarization, single point. Mycobacterium tuberculosis FadD28 fatty-acid-AMP ligase. inhibition, % at 12.5 µM. 360,000 compounds, 0.22% hits. AID 588549, 2011; in the data active = inhibition above about 8.5%, passing the limit was not always enough; inconclusive = no clear call, values can overlap the other calls
FBA Mtb inh = Mtb FBA enzyme inhibitors, primary screen, biochemical, fluorescence, strain H37Rv | purified M. tuberculosis FBA, fluorescence read-out | inhibition, % at 1 µM | AID 588726, 2011 | 360,000 compounds, 2.3% hits | Fructose-bisphosphate aldolase (Mycobacterium tuberculosis (strain ATCC 25618 / H37Rv)), …; in the data active = inhibition above about 27%;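 note: 0% = vehicle and 100% = reference inhibitor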
Target sequence (P9WQA3 whole entry, looked up): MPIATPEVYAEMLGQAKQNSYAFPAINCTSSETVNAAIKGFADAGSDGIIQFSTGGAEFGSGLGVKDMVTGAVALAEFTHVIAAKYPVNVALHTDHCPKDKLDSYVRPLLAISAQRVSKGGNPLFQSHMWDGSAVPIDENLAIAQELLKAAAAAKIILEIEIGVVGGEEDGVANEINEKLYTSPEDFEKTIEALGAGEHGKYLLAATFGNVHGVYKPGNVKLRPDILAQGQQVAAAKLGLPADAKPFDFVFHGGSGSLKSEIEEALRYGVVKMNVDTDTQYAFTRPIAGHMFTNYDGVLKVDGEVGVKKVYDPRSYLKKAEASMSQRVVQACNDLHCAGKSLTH
The depositor's hits bear a star; ? = inconclusive; . = not tested or not shown.

Structure	UGM FP inh	Rv3671c protease	BoNT F protease	Mtb BioA inh	MazEF act	PrPC TRFRET	GDH-TPI inh	FadD28 binding	FBA Mtb inh
O=C(COc1ccccc1Cl)NNC(=O)C1CCCO1 (stereo unspecified)	1.7	2	16	.	9	7	-5	-4.8	-1
Cc1noc(C)c1COc1ccccc1C(=O)Nc1ccc(C(N)=O)cc1	-6.3	7	-1	-1.8	-8	0	9	-0.5	1
CCN(CC)CCN(C(=O)c1cccc(N2C(=O)CCC2=O)c1)c1nc2cc3c(cc2s1)OCO3	-0.3	-3	-2	1.1	0	-6	10	-0.3	1
O=C(/C=C/c1ccccc1[N+](=O)[O-])N1CCN(C(=O)c2ccco2)CC1	-0.7	5	-10	2.0	2	-23	4	-1.5	1
COC(=O)C1=C(c2cccc(OC)c2OC)C[C@@H]2CC[C@H]1N2C(=O)NCc1ccc(F)cc1	-1.2	-4	-8	-1.1	3	-3	0	-1.7	0
Cc1cccc(CNS(=O)(=O)c2ccc(-c3ccc(=O)[nH]n3)s2)c1	1.2	-7	0	-2.0	19	-13	15	-3.0	-3
Cc1cccc(C(=O)N/N=C/c2ccccn2)c1	-1.0	0	-8	.	7	-4	-1	-0.8	0
CC(=O)Nc1ccc(S(=O)(=O)NCC(=O)OCC(=O)N2CCCc3ccccc32)cc1	-0.2	7	3	.	-3	4	-6	-3.8	-3
COc1cccc(CN2CCC(C(=O)N3CCN(c4ccccc4F)CC3)CC2)c1OC	-2.3	-10	0	0.2	6	3	-2	-0.7	3
O=C(NCCCc1ccccc1)c1cnc2n(c1=O)CCS2	0.9	5	-2	5.8	-1	2	6	-2.4	-2
O=C(Cc1ccccc1)Nc1ccc(NC(=O)c2cccs2)cc1Cl	3.1	-19	4	.	-9	16	17	-2.5	0
CSC(=S)N/N=C/c1ccccc1	1.5	-7	-10	-0.6	7	-4	14	-2.9	-1
Cc1cc(=O)[nH]c(SCC(=O)Nc2ccc(S(N)(=O)=O)cc2)n1	-1.2	-4	9	.	0	5	-8	-4.6	-2
COC(=O)c1cc(Br)ccc1OC(=O)c1cccnc1	1.3	-1	-12	-1.0	7	-5	-2	-0.2	-3
O=C(NCc1cccnc1)c1ccc(NS(=O)(=O)c2ccc(F)cc2)cc1	3.7	-4	-15	0.9	-1	9	4	-0.4	0
CC(=O)Oc1ccc(C(=O)Nc2cc(NC(=O)c3ccc(OC(C)=O)cc3)cc(C(=O)NC(C)(C)C)c2)cc1	-1.5	-90	-8	.	-7	-3	-4	-3.2	-1
CC1CCCN(C(C(=O)Nc2ccc3c(c2)OCO3)c2ccccc2)C1 (stereo unspecified)	0.8	8	6	0.5	2	11	5	0.9	7
CCCNC(=O)C1CCN(S(=O)(=O)c2ccc(-c3nn[nH]n3)cc2)CC1	3.8	1	2	-0.8	0	0	-1	-2.4	-1
Cc1ccc(-c2nc3n(n2)Cc2ccccc2-3)cc1	-0.9	-9	18	-0.5	8	-2	3	-4.1	-1
O=C(CN1C(=O)c2ccccc2S1(=O)=O)Nc1cccnc1	-1.7	10	-13	5.8	1	-2	-5	-3.3	4
COc1ccc(NC(=O)Cc2c(SC)c3ccccc3n2Cc2ccccc2)cc1	3.3	4	-2	.	0	-3	10	0.2	0
O=C(CN1C(=O)CSC1=O)N1CCCC(Nc2ccc(F)cc2)C1 (stereo unspecified)	0.5	-1	-9	-0.2	-6	6	8	1.3	1
O=C(COC(=O)Cn1cnc2ccccc21)Nc1ccc(OC(F)F)cc1	0.5	-2	-11	0.5	-8	2	10	-1.4	5
S=c1[nH]nc2ccc3ccccc3n12	.	.	-3	-1.1	.	-8	.	-3.0	10

The closing 3 records of the section above are carried over, then new ones follow:
Structure	UGM FP inh	Rv3671c protease	BoNT F protease	Mtb BioA inh	MazEF act	PrPC TRFRET	GDH-TPI inh	FadD28 binding	FBA Mtb inh
O=C(CN1C(=O)CSC1=O)N1CCCC(Nc2ccc(F)cc2)C1 (stereo unspecified)	0.5	-1	-9	-0.2	-6	6	8	1.3	1
O=C(COC(=O)Cn1cnc2ccccc21)Nc1ccc(OC(F)F)cc1	0.5	-2	-11	0.5	-8	2	10	-1.4	5
S=c1[nH]nc2ccc3ccccc3n12	.	.	-3	-1.1	.	-8	.	-3.0	10
CO/N=C/c1ccc(Oc2ccc(C)cc2)c([N+](=O)[O-])c1	-0.2	1	-2	.	-2	4	-6	-8.1	-1
O=C(O)c1nn(CC(=O)N2CCN(S(=O)(=O)c3ccc(Cl)cc3)CC2)c(=O)c2ccccc12	-1.5	2	-10	-1.1	-28	6	5	0.0	0
COc1ccc(C2=CC(=O)CC(c3ccc(OC)cc3)C2)cc1 (stereo unspecified)	-1.6	3	2	2.3	2	0	9	-3.1	0
Cc1n[nH]c(=O)c2c(NC(=O)CSc3ncccn3)oc(C)c12	0.0	-1	0	.	5	-8	11	-2.5	0
COc1ccc([N+](=O)[O-])cc1/C=N/Nc1nc(N2CCCCC2)nc(N2CCCCC2)n1	-0.1	5	1	.	8	-1	3	-4.3	-2
CCOC(=O)/C(=C/c1ccco1)NC(=O)c1ccc(Br)o1	-1.2	5	3	.	-11	-1	14	-1.3	-7
CCOC(=O)C(O)(CC(=O)Nc1ccc(Cl)cc1Cl)C(F)(F)F (stereo unspecified)	0.8	-2	-5	-3.0	-1	2	4	-1.0	-4
O=C(/C=C/c1cccc(F)c1)OCC(=O)N1CCCc2ccccc21	1.4	8	9	2.4	-6	-1	1	-4.2	1
Cc1sc2nc3n(c(=O)c2c1C)CCCS3	-0.7	4	6	-1.9	8	-1	23	-0.1	-1
Cn1cccc1-c1nc2ccc([N+](=O)[O-])cc2[nH]1	-3.9	0	6	3.1	9	-16	12	-1.6	1
Cn1c(=O)oc2cc(S(=O)(=O)NCc3ccccc3)ccc21	-1.3	6	-8	-1.0	-1	4	22	-0.7	-3
CCN(CC)CCOC(=O)C1(c2ccc([N+](=O)[O-])cc2)CCCC1	-0.2	2	-6	1.0	3	-21	-4	0.1	0

Shown with two lines to a compound: 2 of the compounds above.
Results follow in this order: UGM FP inh	Rv3671c protease	BoNT F protease	Mtb BioA inh	MazEF act	PrPC TRFRET	GDH-TPI inh	FadD28 binding	FBA Mtb inh
CO/N=C/c1ccc(Oc2ccc(C)cc2)c([N+](=O)[O-])c1
  -0.2	1	-2	.	-2	4	-6	-8.1	-1
O=C(O)c1nn(CC(=O)N2CCN(S(=O)(=O)c3ccc(Cl)cc3)CC2)c(=O)c2ccccc12
  -1.5	2	-10	-1.1	-28	6	5	0.0	0

Later entries
Structure	UGM FP inh	Rv3671c protease	BoNT F protease	Mtb BioA inh	MazEF act	PrPC TRFRET	GDH-TPI inh	FadD28 binding	FBA Mtb inh
O=C(Nc1ccccc1Cl)C1CC(=O)N(Cc2ccco2)C1 (stereo unspecified)	-1.4	2	-4	6.5	8	-9	6	-0.8	2
CCOC(=O)C1(CCOc2ccccc2)CCN(Cc2ccc(F)c(OC)c2)CC1	0.7	-10	40*	-1.7	-4	4	5	-5.1	2
CC(=C\c1ccccc1)/C=C1/SC(=S)N(CCC(=O)O)C1=O	2.7	-5	8	-0.1	-5	-2	3	0.7	-1
CCn1cc(/C=C(\NC(=O)c2ccc(OC)c(OC)c2)C(=O)N2CCOCC2)c2ccccc21	3.2	-7	2	0.7	2	-2	28	-3.7	-3
COc1ccc(C2=NN(C(=O)c3cccs3)C(c3ccccc3OC)C2)cc1OC (stereo unspecified)	0.2	-13	-12	1.6	5	2	34*	-5.7	3
Cc1ccc(-c2nn(-c3ccccc3Cl)cc2C(=O)NCC2CCCO2)cc1 (stereo unspecified)	1.2	2	-14	.	-2	-2	4	-1.2	0
Cc1ccc(CCN2CC(C(=O)NCCCN3CCCCC3)CC2=O)cc1 (stereo unspecified)	0.6	0	-7	-1.1	4	-10	3	-1.0	1
CCC(=O)Nc1ccc2c(c1)nc(CN1CCCCC1)n2C	1.7	-4	3	-0.1	-14	5	3	-1.1	5
Cc1nn2c(-c3ccc(Cl)cc3Cl)nnc2s1	-1.0	-9	4	2.3	13	3	-4	-5.1	0
CCOc1cc(/C=C2\C(=N)N3N=C(C)SC3=NC2=O)ccc1OCCOc1ccccc1	-0.3	2	?	5.4	0	3	3	-2.8	-2
CCOc1ccc(S(=O)(=O)Nc2cccc(C(=O)NCC(c3ccco3)N(C)C)c2)cc1 (stereo unspecified)	0.9	-8	-23	1.4	-9	-1	3	-1.8	5
CCCC(=O)n1nc(-c2ccccc2)nc1SC	-1.0	-4	8	-3.6	-1	-1	1	-2.4	0
COc1ccc(NC(=O)CSc2nnnn2-c2ccccc2F)cc1	2.4	8	-4	-1.4	7	2	18	0.2	2
O=C(O)CCCC(=O)Nc1nc(-c2ccc(F)cc2)cs1	0.2	-1	0	-1.0	3	-6	-5	-0.7	-2
Cc1ccc(CN(C(=O)c2csnn2)C(C(=O)NC2CCCC2)c2ccco2)cc1 (stereo unspecified)	5.7	0	-7	2.7	13	4	-7	-2.9	-3
O=C(COC(=O)c1cc([N+](=O)[O-])ccc1N1CCOCC1)NC1CCCCC1	-0.3	2	1	0.9	1	-24	13	1.0	-2
CC(C)(C)N(Cc1ccccc1)C(=O)CSc1nnc(CNc2ccc(F)cc2)o1	-4.0	-1	13	2.3	-1	-1	1	-4.4	-2
Cc1cccc(C(=O)NN2C(=O)C3C(c4ccccc4)C=CC(c4ccccc4)C3C2=O)c1 (stereo unspecified)	0.1	-35	0	0.2	-3	1	11	-3.2	0
O=C(Nc1ccc(F)c(F)c1)c1ccccc1	2.7	5	-3	2.4	5	5	0	-3.6	-5
O=C(Nc1ccccc1N1CCOCC1)c1ccc([N+](=O)[O-])o1	1.5	-1	6	0.1	8	-7	6	-1.0	-1
O=C(CCN1C(=O)c2ccccc2C1=O)Nc1sc2c(c1C(=O)NCC1CCCO1)CCC2 (stereo unspecified)	4.3	-4	0	1.6	-2	2	10	-0.1	0
CCCCN1C(=O)/C(=C2/C=CC=CN2C)SC1=S	1.6	-3	9	0.3	-7	-18	2	-1.3	-19
COc1cc2c(cc1OC)CN(C(=O)/C=C/c1ccc(F)cc1)CC2	0.2	5	-1	3.9	5	12	2	.	0
O=S(=O)(Nc1ccccc1)c1ccc(F)cc1	3.9	0	-6	-4.7	9	2	-4	0.6	-4
CCCN(CC1CC1)C(=O)CSc1nnc(-c2cc(-c3cccs3)nc3ccccc23)o1	-0.8	7	8	0.2	-2	-6	13	-2.6	7
Cc1ccc(S(=O)(=O)N(C)CC(=O)O/N=C(\N)c2ccc([N+](=O)[O-])cc2)cc1	-1.8	-8	-6	-1.9	4	-12	7	-2.1	-2
Cc1cnc(C(=O)OCC(=O)Nc2cccc(Cl)c2)cn1	-4.9	-9	1	0.2	-2	2	3	-3.9	-1
CC(Oc1ccccc1F)C(=O)NNC(=O)CCNC(=O)c1ccco1 (stereo unspecified)	1.2	7	3	-0.9	1	-2	7	-3.6	-2
O=C(Nc1cc(C(F)(F)F)cc(C(F)(F)F)c1)[C@H]1O[C@@H](n2ccc(=O)[nH]c2=O)[C@H](O)[C@@H]1O	.	.	-12	0.3	.	-1	.	-4.5	1
CN(CC1CCCO1)S(=O)(=O)c1ccc(C(=O)Nc2nc3cc4c(cc3s2)OCO4)cc1 (stereo unspecified)	-1.8	-1	-8	-0.7	0	-1	16	1.6	3
O=C(CCCc1c[nH]c2ccccc12)NCCc1c[nH]c2ccccc12	2.0	1	-9	4.4	-22	8	2	-0.2	0
